# H9c2 TAG inh: inhibitors of triacylglycerol accumulation; AID 651582; 230,000 compounds, 0.66% hits; inhibition, % at 12.5 µM; H9c2 cells, Nile Red lipid (TAG) fluorescence; cells loaded with 200 µM oleic acid;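 active means pattern-corrected inhibition of lipid staining of at least 50% with the nuclear-stain viability signal not falling by more than 50%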;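 further: 0% = DMSO wells and 100% = triacsin C control wells; some results filed as inactive read as strong as hits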
# H9c2 TAG inh DAPI viability: also measured in H9c2 TAG inh; calls as there; DAPI nuclei signal change (viability), lower = more cytotoxic, %;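 whole-well DAPI fluorescence read on a plate reader as a viability signal; minus 50 percent equals half of cells still viable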
# * hit, by the source's call; i = inactive.
SMILES,H9c2 TAG inh,H9c2 TAG inh DAPI viability
CCOc1ccc(C(=O)N(CN2CCCC2=O)c2cccc(Cl)c2)cc1,-4,4
CCCN(CCC)C(=O)CCS(=O)(=O)c1cccc2nsnc12,-3,8
O=C(CN1CCN(c2ccccc2O)CC1)Nc1ccc([N+](=O)[O-])cc1Br,8,-4
CCn1c(SCC(=O)NCC2CCCO2)nnc1-c1ccccc1OC (configuration not stated),-23,4
CC(C)CCn1c(=O)c2ccccc2n2c(CN3CCOCC3)nnc12,16,-2
S=c1nc(-c2ccccc2Cl)[nH][nH]1,-8,-2
O=C(Cn1cnc2c(OCc3ccccc3)ncnc21)N1CCN(c2ccccn2)CC1,7,1
COC(=O)c1c(NC(=O)c2cccc(S(=O)(=O)N3CCN(C)CC3)c2)sc(C)c1C,-18,13
Cc1c(C)c(C)c(C(=O)C2CCN(c3ccc([N+](=O)[O-])cn3)CC2)c(C)c1C,3,-5
Cc1cccc(NC(=O)C2CCN(S(C)(=O)=O)CC2)c1C,-12,7
O=C(COC(=O)c1cc(S(=O)(=O)N2CCOCC2)ccc1F)NC1CCCCC1,8,-3
COc1ccccc1NC(=O)Cn1ncc2c1-c1ccccc1OC2,-3,2

# Ordered by heavy-atom count (falling): part of the list above
SMILES,H9c2 TAG inh,H9c2 TAG inh DAPI viability
Cc1c(C)c(C)c(C(=O)C2CCN(c3ccc([N+](=O)[O-])cn3)CC2)c(C)c1C,3,-5
COc1ccccc1NC(=O)Cn1ncc2c1-c1ccccc1OC2,-3,2
CCCN(CCC)C(=O)CCS(=O)(=O)c1cccc2nsnc12,-3,8

# Next part:
SMILES,H9c2 TAG inh,H9c2 TAG inh DAPI viability
Cc1occc1C(=O)N1CCCC(N2CCN(c3cccc(C(F)(F)F)c3)CC2)C1 (configuration not stated),5,-4
CCN(C(=O)COC(=O)c1ccccc1OCc1ccc(Cl)cc1)C1CCS(=O)(=O)C1 (configuration not stated),-9,6
O=S(=O)(c1ccc(Cl)cc1)N1CCN(Cc2ccc(O)c3ncccc23)CC1,53*,-20*
COc1ccc(N=Cc2c(O)n(-c3cccc(C)n3)c(=O)c3ccccc23)c(OC)c1,-137,10
CCC(=O)N1c2ccc(S(=O)(=O)CCC(=O)N3CCN(c4ccccc4F)CC3)cc2CC1C (configuration not stated),-12,1
COc1ccc(S(=O)(=O)N2CCC(C(=O)Nc3ccccc3N3CCCCC3)CC2)cc1OC,4,-4
Cc1ccc(-c2nc3ccccc3[nH]2)cc1NC(=O)c1ccco1,3,3
CN(Cc1cnn(C)c1)C(=O)C1CCCCC1C(=O)O (configuration not stated),-13,-7
CC1(C2CC2)NC(=O)N(CC(=O)N2CCN(c3ccccc3)CC2)C1=O (configuration not stated),2,0
CCN1CCN(C(=O)CCCCCn2c(=O)[nH]c3cc(C(=O)OC)ccc3c2=O)CC1,12,7
O=S1c2ccccc2Nc2ccccc21,1,12
COc1cc(-c2cc(N)n(S(=O)(=O)c3ccc(F)cc3)n2)cc(OC)c1OC,-11,7
CCCCn1c(NCCO)nc2ccccc21,-10,1
Cn1c(SCCCC(=O)c2ccccc2)nnc1-c1ccncc1,-17,10
CCOc1ccc2nc(NC(=O)Cn3c(C)csc3=O)sc2c1,-4,-5
COc1cc(C(=O)NC(CCSC)C(=O)Nc2ccc(N3CCOCC3)cc2)cc(OC)c1OC (configuration not stated),-3,-3
O=C(O)CC(=O)Nc1ccccc1,-14,4
COc1ccc(-n2ccnc2SCC(=O)NO)cc1,12,-5
CCOC(=O)N1CCC(N(CCN(C)C)C(=S)Nc2cccc(Cl)c2)CC1,10,-6
COc1ccccc1N1CCN(C(=O)COc2cc(C)ccc2C)CC1,5,-7
CC(C)OCCCNC(=O)CNC(=O)c1ccc(Cl)c(Cl)c1,-2,-6
C[n+]1ccccc1/C=C/c1ccccc1Cl,-3,8
Cc1ccc(S(=O)(=O)C2(S(=O)(=O)c3ccc(C)cc3)CCCC2)cc1,29,-33
CCOC(=O)c1cccc(NC(=O)Nc2cc(OC)ccc2OC)c1,47,6
CCCCN(Cc1ccccc1)C(=O)C1CCC(=O)N(CCc2ccccn2)C1 (configuration not stated),-10,0
COc1cccc(/C=N\NS(=O)(=O)c2ccccc2)c1OC,-4,-2
Cc1cc(NC(=O)COC(=O)CCC(=O)c2ccc(F)cc2)no1,-15,3
NC(=O)c1ncn([C@@H]2O[C@H](CO)[C@@H](O)[C@H]2O)n1,1,-6
CCOC(=O)c1cc(-c2ccncc2)nc2c1c(C)nn2-c1ccccn1,68*,3.7*
CCOC(=O)c1sc(NC(=O)C2=COCCO2)c(C#N)c1C,9,0
Cc1ccc(C#N)c(SCc2cccc(Br)c2)n1,4,5
Oc1c(Cl)cc(Cl)cc1C=Nc1ccc2c(c1)OCCO2,-3,-2
CN(C)S(=O)(=O)Nc1ccc(NS(=O)(=O)N(C)C)c(S(=O)(=O)c2ccccc2)c1,7,2
COC(=O)c1sccc1NC(=O)CSCCc1ccncc1,-4,2
CCC1=C(Nc2ccccc2)COC1=O,9,-14
Cc1nc2cc(C)c(C)cc2s1,14,-5
COc1ccccc1NC(=O)COC(=O)c1c[nH]c(=O)[nH]c1=O,-6,2
O=C(NNC(=O)c1cccc2ccccc12)c1ccc2c(c1)OCO2,-5,8
CC(C)(C)CN1C(=O)C(=O)NC[C@H]1Cc1ccc(O)cc1,1,6
Nc1cc(=O)[nH]c(SCC(=O)Nc2ccc([N+](=O)[O-])cc2)n1,3,-7
COC(=O)Nc1ccc(S(=O)(=O)N2CCC(C(=O)N3CCC(C)CC3)CC2)cc1,-35,-6
Cc1ccc([C@@H]2[C@@H]3C(=O)N(c4ccccc4)C(=O)[C@@H]3[C@]3(C)C(=O)N(Cc4ccccc4)CC(=O)N23)o1,-2,-5
COc1ccc(C(=O)N2CCOC2CNC(=O)C(=O)NCc2ccco2)cc1 (configuration not stated),1,1
O=C(NCc1cccnc1)Nc1ccc(Cl)cc1,-4,-3
c1ccc(N2CCN(c3nc4cc5c(cc4s3)OCO5)CC2)cc1,-65,1
CC(=O)NC1=NN(C(C)=O)C(c2ccccc2)S1 (configuration not stated),-3,-1
O=C(NCC(=O)N(c1ccc2c(c1)OCO2)C(C(=O)NC1CCCC1)c1cccs1)c1ccco1 (configuration not stated),-5,6
COc1cccc(CNC(=O)CCNC(=O)N2CC(=O)Nc3ccccc32)c1,16,-20
C=CCC1CCCCC1=C(C#N)c1ccccc1 (configuration not stated),9,-5
Cc1ccccc1OCCCCn1cnc2ccccc21,-21,6
O=C(CN1C(=O)NC2(CCOc3ccccc32)C1=O)Nc1cccc(Cl)c1 (configuration not stated),13,-12
Cc1cc(N/N=C/c2ccccc2O)nc(N2CCOCC2)n1,19,-14
CC(=O)Nc1ccc(NC(=S)NC(=O)C2CC2)cc1,-1,-3
C=CC[n+]1c(C)csc1Nc1cccc(Br)c1,13,-4
N#CC1=C(N)N(c2ccccc2)C(c2cccc([N+](=O)[O-])c2)C1(C#N)C#N (configuration not stated),-2,10
COc1cc(C(=O)NC(=S)Nc2cccc3nc(C)ccc23)cc(OC)c1OC,6,5
O=C(Cc1ccccc1)NCC(=O)OCC(=O)c1ccc(F)cc1,-12,-3
CC(C)Oc1ccccc1/C=N/NC(=O)c1ccccc1Cl,17,-1
CCCCC(=O)Nc1ccc(NC(=O)C2CC2)cn1,7,0
O=c1[nH]c(CN2CCN(Cc3ccccc3)CC2)nc2scc(-c3ccccc3)c12,12,2
# Later entries:
SMILES,H9c2 TAG inh,H9c2 TAG inh DAPI viability
Cc1ccc(NC(=S)NCC(C)C)cc1,6,-1
CN(Cc1ccccc1)C(=O)c1ccc(NC(=O)Cc2ccc(NC(=O)C3CCCN(C(=O)c4ccccc4)C3)cc2)cc1 (configuration not stated),-2,1
CC(C)CCNC(=O)c1cc(S(=O)(=O)N2CCC3(CC2)OCCO3)ccc1F,-7,4
CCOc1ccc(CNC(=O)C2CCCN(S(=O)(=O)N3CCC(C)CC3)C2)cc1OC (configuration not stated),-4,-3
Cc1cc(C)n(-c2ccc(C(C)C)cc2)c(=O)c1C#N,-22,14
O=C(Nc1cc(Cl)ccc1N1CCOCC1)c1cccnc1Cl,-2,8
CC(=O)Nc1ccc(-c2ccnc3c2CC(C)(C(=O)Nc2cccc(Oc4ccccc4)c2)O3)cc1 (configuration not stated),3,-5
COc1ccc(OC)c(NC(=S)N2CCCC2)c1,-6,7
S=C(NCc1ccco1)Nc1ccc(Oc2ccc(Cl)cc2)cc1,8,3
CCN(CC)c1ccc(/C=N/NC(=O)Nc2nonc2N)cc1,1,7
COc1ccc(C2C(C(=O)N3CCN(C)CC3)c3ccccc3C(=O)N2C2CCCCC2)cc1 (configuration not stated),26,-10
COc1ccc(C(=O)NCCS(=O)(=O)N2CCc3ccccc3C2)cc1,-9,5

# Quoted from the listing.
# `COc1ccc(OC)c(NC(=S)N2CCCC2)c1` in H9c2 TAG inh → -6
# `COc1ccc(C(=O)NCCS(=O)(=O)N2CCc3ccccc3C2)cc1` in H9c2 TAG inh → -9
# `COc1ccc(C2C(C(=O)N3CCN(C)CC3)c3ccccc3C(=O)N2C2CCCCC2)cc1` (configuration not stated) in H9c2 TAG inh → 26
# `CN(Cc1ccccc1)C(=O)c1ccc(NC(=O)Cc2ccc(NC(=O)C3CCCN(C(=O)c4ccccc4)C3)cc2)cc1` (configuration not stated) in H9c2 TAG inh DAPI viability → 1
# `Cc1cc(C)n(-c2ccc(C(C)C)cc2)c(=O)c1C#N` in H9c2 TAG inh DAPI viability → 14
# `CCN(CC)c1ccc(/C=N/NC(=O)Nc2nonc2N)cc1` in H9c2 TAG inh → 1

# Carrying on:
SMILES,H9c2 TAG inh,H9c2 TAG inh DAPI viability
N#Cc1c2n(c3c(N)ncnc13)CCCCC2,0,3
CCN(CC)c1ccc(N2C(=O)/C(=C/c3ccccn3)SC2=S)cc1,8,2
Cn1c(=O)c2[nH]c(SCc3cccnc3)nc2n(C)c1=S,2,-6
O=[N+]([O-])c1cccc(C(=Nc2ccccc2Cl)NO)c1,0,-22
CCOC(=O)Cn1nc(/C=C/c2ccc(C)cc2)ccc1=O,1,-2
COc1ccc(Cl)cc1NS(=O)(=O)c1cccc(C(=O)NCCCN2CCOCC2)c1,11,-4
CCOC(=O)CC(C#N)c1c[nH]c2ccccc12 (configuration not stated),-26,12
c1ccc2c(c1)ncn2CCCCOc1ccc2c(c1)CCC2,-97,13
O=C(COC(=O)Cc1ccc(F)cc1)NC1CCCC1,6,4
O=C1CN(C(=O)c2cnccn2)c2ccccc2N1,-3,-1
Cc1noc(C(=O)NCc2cccnc2)c1Cl,4,2
O=C(CC1SC(N2CCCCC2)=NC1=O)Nc1cccc(C(=O)NCc2ccccc2)c1 (configuration not stated),-3,-5
COc1ccc(C(C)=O)cc1CSc1ccc(S(=O)(=O)N2CCCCC2)cn1,8,0
C=CCn1c(SCC(=O)NCC(=O)OCC)nnc1-c1cccc(OC)c1,-23,5
O=C(CSc1nnc(-c2ccccn2)n1Cc1ccccc1)NC1CCCC1,26,-8
Cc1nn(CC(=O)NCCN2CCOCC2)c(=O)c2ccccc12,6,0
COCC(C)NS(=O)(=O)c1ccc(NC(=O)c2ccccn2)cc1 (configuration not stated),-9,7
C=CCN(CC=C)c1ncnc2[nH]ncc12,-4,-4
Nc1ncnc(Nc2ccccc2Cl)n1,9,-6
Cc1ccc(Cn2cc(C(=O)c3ccc(F)cc3)c(=O)c3cc4c(cc32)OCCO4)cc1,24,-12
Cn1c(=O)oc2cc(S(=O)(=O)N3CCC(C(=O)N4CCN(c5ccccc5)CC4)CC3)ccc21,4,1
CC1CN(C(=O)/C(C#N)=C2\N=C(NC(=O)c3ccc(F)cc3)c3ccccc32)CC(C)O1 (configuration not stated),2,-2
CCC1(CC)C(=O)C2=C3C1[C@H](C(=O)OC)CC(C(=O)OC)C[C@H]3n1c(=O)n(C)c(=O)n1[C@H]2C (some centres not stated),10,-9
COc1cc(S(=O)(=O)N2CCOCC2)ccc1NC(=O)COc1ccc(N(C)S(=O)(=O)c2ccc(C)cc2)cc1,-15,3
Cc1cc(Cl)ccc1Oc1nc(-c2ccccc2)ncc1S(C)(=O)=O,16,-5
N#Cc1c(N)nc2c3c(sc(=N)c2c1N)NC(=O)CC3c1ccccc1Cl (configuration not stated),18,-5
Cc1cccc(C)c1N1CCN(S(=O)(=O)c2ccc(F)cc2)CC1,-10,-6
COc1ccccc1CNC(=O)COc1ccc(S(=O)(=O)N2CCOCC2)cc1,18,-2
CCOc1ccccc1OCC(=O)NNC(=S)NC1CCCCC1,0,i
CCN(CC(=O)Nc1ccc(NC(C)=O)cc1)CC(=O)Nc1cc(C)on1,0,-2
CCO[C@H]1OC(C(=O)O)=C[C@@H](c2ccc(C(F)(F)F)cc2)[C@@H]1CCCO,-8,-7
COc1cc(C)c(S(=O)(=O)N2CCN=C2c2ccccc2)cc1C,-4,4
CCOC(=O)N1CCN(C(=O)c2ccccc2CCc2ccccc2)CC1,-2,-3
CCOC(=O)N1CCN(C(=O)C2CCC(=O)N(Cc3ccc(Cl)cc3)C2)CC1 (configuration not stated),3,4
Cc1c2cnccc2c(C)c2c1oc1ccccc12,-5,23
O=C(C=Cc1ccc2c(c1)OCO2)C=Cc1ccc2c(c1)OCO2,-21,-5
Cc1cccc2cc(CN(Cc3ccc(F)cc3)C(=O)N(C)C)c3nnnn3c12,4,-5
COc1ccccc1CN(C)C(=O)CN1CCN(S(=O)(=O)c2ccc3c(c2)OCCCO3)CC1,-15,-4
COc1ccc(S(=O)(=O)N2CC=C(C(=O)Nc3ccc(NC(C)=O)cc3)CC2)cc1,5,7
CC(C)Nc1ncnc2c1cnn2-c1ccc(Cl)cc1,-10,8
CCc1nc2ccccc2n1Cc1ccc(F)cc1,-13,0
O=c1[nH]n(-c2ccccc2)c(=O)c2ccccc12,2,12
Cc1cc(C)n(Cc2cnc(N3CCOCC3)s2)n1,1,3

# Rewritten as labelled records: entries from further up.
> COc1ccc(S(=O)(=O)N2CC=C(C(=O)Nc3ccc(NC(C)=O)cc3)CC2)cc1
  H9c2 TAG inh: 5
  H9c2 TAG inh DAPI viability: 7
> CC(C)Nc1ncnc2c1cnn2-c1ccc(Cl)cc1
  H9c2 TAG inh: -10
  H9c2 TAG inh DAPI viability: 8

# High-throughput results (PubChem BioAssay)

# An excerpt; count on the stated rates, not on these rows.
